Furin inhibitor: human furin inhibitors, primary screen, biochemical, fluorescence intensity; purified furin, fluorogenic substrate cleavage; inhibition, % at 30 µM; actives 0.061% (n = 220,000); AID 463115, 2010; in the data active = inhibition above about 25%; also: inactives centre near -15
TbHK1 inh: Trypanosoma brucei hexokinase 1 inhibitors, primary screen, biochemical, G6PDH-coupled NADH absorbance, MLSCN library. AID 1430, 2008. inhibition, % at 10 µM. actives 0.11% (n = 220,000). hexokinase 1 [Trypanosoma brucei]. recombinant TbHK1, G6PDH-coupled NADH A340;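 active = inhibition of 50% or more in the single-dose primary screen; inactive = inhibition below 50%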
Runt-CBFb FRET: inhibitors of RUNX1 Runt–CBFb binding, primary screen, biochemical, FRET, Cerulean-Runt, Venus-CBFb, uHTS. Runt-related transcription factor 1 (Homo sapiens) + Core-binding factor subunit beta …. Cerulean-Runt/Venus-CBFb FRET ratio 530/480, 1 h. inhibition, % at 20 µM. actives 0.46% (n = 220,000). AID 1496, 2009;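 active = inhibition over about 50% at 20 µM in the single-dose screen, limit read from the data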;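 also: 0% = DMSO wells and 100% = excess unlabeled CBFb competitor control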
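Buffer or medium: Tris pH 7.5 buffer with BSA. Assay system: Cerulean-labeled Runt domain protein. Amount: each fluorescent fusion protein 100 nM. Read-out basis: loss of energy transfer signal. Incubation: 1 h compound exposure, room temperature. Probe or stimulus: Venus-CBFb binding partner, 100 nM. Detection: FRET, excitation 422 nm, emission at 530 and 480 nm.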
EBV gp42 inh: Epstein-Barr virus gp42 inhibitors, primary screen, biochemical, uHTS, fluorescence polarization | Glycoprotein 42 (Epstein-Barr virus (strain AG876)), Q1HVG2 | Fluorescence polarization binding assay, mP read-out | inhibition, % (tested at 21.74 µM) | actives 0.42% (n = 220,000) | AID 1085, 2008; in the data active = inhibition above about 50%
Target sequence (Q1HVG2 whole entry, looked up): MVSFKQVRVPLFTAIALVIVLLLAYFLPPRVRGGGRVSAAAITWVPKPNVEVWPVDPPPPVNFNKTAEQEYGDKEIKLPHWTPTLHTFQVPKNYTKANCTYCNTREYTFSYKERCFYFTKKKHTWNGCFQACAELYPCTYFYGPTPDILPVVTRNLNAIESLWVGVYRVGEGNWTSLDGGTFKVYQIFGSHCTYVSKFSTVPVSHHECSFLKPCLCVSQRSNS
Calpain2 inh: inhibitors of pig calpain II, primary screen, biochemical, fluorogenic peptide substrate, 1536-well | AID 1236, 2008 | inhibition, % at 16 µM | actives 0.37% (n = 220,000) | purified calpain II, 30 min;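 active = inhibition above about 50%, limit read from the data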
Runt-SMMHC FRET: inhibitors of RUNX1 Runt–CBFb-SMMHC binding, primary screen, biochemical, FRET, Cerulean-Runt, Venus-CBFb-SMMHC, uHTS; Runt-related transcription factor 1 (Homo sapiens) + Core-binding factor subunit beta …; Cerulean-Runt/Venus-CBFb-SMMHC FRET ratio 530/480, 1 h; inhibition, % at 20 µM; actives 0.74% (n = 220,000);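 active = mean inhibition across duplicate retests at 20 µM reaching about 50%, limit read from the data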;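 also: 0% = DMSO wells and 100% = wells with excess untagged CBFb-SMMHC; inhibitors lower the FRET ratio by blocking Runt binding to CBFb-SMMHC; some results filed as inactive read as strong as hits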
p47phox inh: p47phox/p22phox peptide binding inhibitors, primary screen, biochemical, uHTS, NADPH oxidase regulatory subunit; fluorescence polarization, 2 h; inhibition, % at 24.7 µM; actives 0.53% (n = 220,000); AID 1274, 2008;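 active = inhibition above about 30%, limit read from the data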;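 also: 0% = p47phox with labelled peptide and 100% = labelled peptide alone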
Target sequence (P14598 whole entry, looked up): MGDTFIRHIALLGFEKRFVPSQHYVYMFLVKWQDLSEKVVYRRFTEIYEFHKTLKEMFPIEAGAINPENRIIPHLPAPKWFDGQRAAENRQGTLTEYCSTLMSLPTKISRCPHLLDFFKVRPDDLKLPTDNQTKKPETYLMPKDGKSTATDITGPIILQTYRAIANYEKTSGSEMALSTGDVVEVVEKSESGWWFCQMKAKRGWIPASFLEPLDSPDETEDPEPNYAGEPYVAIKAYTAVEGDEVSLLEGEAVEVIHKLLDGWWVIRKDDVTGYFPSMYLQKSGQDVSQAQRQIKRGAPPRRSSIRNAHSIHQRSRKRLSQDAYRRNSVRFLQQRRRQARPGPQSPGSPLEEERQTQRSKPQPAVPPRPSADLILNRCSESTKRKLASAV
p97 ATPase inh: inhibitors of human p97 ATPase, primary screen, biochemical | Transitional endoplasmic reticulum ATPase (Homo sapiens), P55072 | recombinant p97 ATPase, Kinase-Glo ATP luminescence, 3 h | inhibition, % at 8 µM | actives 0.42% (n = 220,000) | AID 1481, 2009; in the data active = inhibition above about 15%;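 also: 0% = DMSO vehicle and 100% = wells lacking enzyme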
RBBP9 inh: human RBBP9 inhibitors, primary screen, biochemical, fluorescence polarization, FP-Rh probe, HTS | Serine hydrolase RBBP9 (Homo sapiens), O75884 | recombinant RBBP9 | inhibition, % at 7.94 µM | actives 0.2% (n = 220,000) | AID 1515, 2009;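 active = inhibition above the campaign mean of all tested compounds plus 3 SD, cut at about 14% in these data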;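 also: plate controls were DMSO wells with RBBP9 for no effect and wells lacking RBBP9 protein for full effect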
Target sequence (O75884 whole entry, looked up): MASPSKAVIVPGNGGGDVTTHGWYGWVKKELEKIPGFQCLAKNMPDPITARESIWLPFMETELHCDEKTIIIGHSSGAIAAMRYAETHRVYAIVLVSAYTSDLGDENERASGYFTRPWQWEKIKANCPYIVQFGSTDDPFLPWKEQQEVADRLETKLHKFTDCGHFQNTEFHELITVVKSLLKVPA
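Measured by – fluorescence polarization · Test system – RBBP9 protein · Input – 2.5 µM RBBP9 dispensing solution, before mixing · Measure – percent inhibition from mP, scaled between DMSO and no-protein wells · Benchmarks – DMSO-treated enzyme wells and wells lacking RBBP9 · Times – preincubation 30 min plus labeling 45 min at 25 °C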
Numbers without * were called inactive; i = inactive; nt = no result given; [ ] = another dose, or the depositor's remark. Compounds were not picked by outcome; about 2.7% have a hit in one of these screens.

SMILES | Furin inhibitor | TbHK1 inh | Runt-CBFb FRET | EBV gp42 inh | Calpain2 inh | Runt-SMMHC FRET | p47phox inh | p97 ATPase inh | RBBP9 inh
O=C(N/N=C/c1ccncc1)c1cc([N+](=O)[O-])cc([N+](=O)[O-])c1O | 14.1 | -20.5 | 0.3 | -15.4 | -18.5 | -3.5 | 0.7 | 6.2 | -0.6
O=C(C1CCN(S(=O)(=O)N2CCCC2)CC1)N1CCCCC1 | -14.0[20 µM] | -1.8 | 1.0 | -10.1 | -41.8 | -0.6 | -14.5 | -0.7 | -4.8
CCn1c(SCC(=O)Nc2cccnc2Cl)nnc1-c1ccccc1 | 0.0 | 3.2 | 0.6 | -5.5 | 21.3 | 0.4 | -1.9 | -0.2 | 1.4
COc1cc(NC2c3ccccc3C(=O)N2c2cc(C)ccn2)cc(OC)c1OC (stereo not drawn) | -31.5 | 1.4 | 1.4 | -20.6 | 0.5 | 0.3 | 1.2 | -3.0 | -7.6
COc1ccc(CC(=O)NCCc2ccc(S(N)(=O)=O)cc2)cc1 | -15.2[20 µM] | 3.1 | -1.7 | -8.0 | 7.7 | -4.7 | 1.9 | 3.7 | 3.7
Cc1cc(C)n2nc(-c3cccnc3)nc2n1 | 14.7[20 µM] | 3.7 | -0.1 | -13.7 | -0.4 | 0.6 | -10.3 | -9.5 | -10.2
COc1ccc(C2CC(c3ccc(Cl)c(Cl)c3)Nc3nc(N)nn32)cc1 (stereo not drawn) | -15.7 | -16.4 | -5.2 | -21.2 | -24.6 | -17.5 | -15.5 | nt | nt
CC(C)=CC(=O)OCC(=O)Nc1cc([N+](=O)[O-])ccc1F | -18.6 | -3.0 | 1.0 | -10.3 | 22.3 | 1.3 | 7.0 | 5.1 | -3.9
CCN(CC)c1ccc(NC2CC(=O)N(CCc3ccc(OC)cc3)C2=O)cc1 (stereo not drawn) | -1.4 | -1.1 | -9.4 | -58.4 | -12.9 | -16.4 | -13.3 | 0.0 | 1.9
COc1ccc([C@@H]2C=C(C(=O)O)O[C@H](OCCCCO)C2)cc1 | -28.4 | -25.1 | 0.2 | -10.9 | -30.2 | 0.4 | -17.8 | nt | nt
C#CCOC(=O)Nc1cnccc1C(F)(F)F | -25.1 | -10.4 | 0.5 | -8.3 | -19.2 | -0.7 | -6.0 | -0.3 | -8.6
CCOc1ccc(N(C)S(=O)(=O)c2ccc3[nH]cc(C(=O)NCCOC)c(=O)c3c2)cc1 | -13.2 | -7.0 | -2.3 | 5.1 | -46.2 | -1.2 | 2.8 | -0.4 | -5.7
Cc1ccc(N/C=C/C(=O)C(C)(C)C)c(O)c1 | -19.2[20 µM] | -13.0 | 3.6 | -18.3 | 29.0 | -7.4 | -10.8 | 1.5 | -3.7
O=C(C1=C[C@@H](c2ccc(C(F)(F)F)cc2)C[C@@H](OCc2ccc(CO)cc2)O1)N1CCN(Cc2ccccc2)CC1 | -25.6 | -1.6 | -7.4 | -9.5 | 39.4 | -8.1 | nt | 1.6 | -7.7
Cc1ccc2nc(-c3ccc(SCC(=O)Nc4cc(C)on4)nc3)[nH]c2c1 | -33.0 | 4.6 | -5.7 | -6.2 | -34.5 | -3.9 | -26.0 | 0.3 | -19.9
O=C(NCCCl)C1Cc2c(ccc3ccccc23)O1 (stereo not drawn) | -16.4 | 6.0 | 1.1 | 8.5 | 6.2 | -4.2 | 6.1 | -3.1 | -7.2
Cc1ccc(N(CC(=O)NCCc2ccccc2)S(=O)(=O)c2c(C)noc2C)cc1 | -17.8[20 µM] | -2.0 | -2.5 | -6.5 | -46.5 | -4.2 | 3.4 | 1.9 | -4.4
CCOC(=O)c1sc(NC(=O)c2ccc(CC)s2)nc1C | -0.4[20 µM] | -21.3 | 1.9 | 2.1 | -27.8 | 1.4 | -12.6 | 2.3 | 8.7
OC1(c2cccnc2)CCN(Cc2nnnn2Cc2ccccc2)CC1 | -27.7 | -8.1 | 1.9 | -19.2 | -24.9 | -0.1 | 0.7 | 0.8 | 1.2
COc1cc2c(cc1OC)C(C(=O)NCCN1CCOCC1)C1c3ccccc3CCN1C2=O (stereo not drawn) | -13.1 | -10.9 | 1.5 | -10.3 | -5.8 | 0.4 | -8.2 | 0.4 | -7.3

Four consecutive compounds out of the list so far, quoted:
SMILES | Furin inhibitor | TbHK1 inh | Runt-CBFb FRET | EBV gp42 inh | Calpain2 inh | Runt-SMMHC FRET | p47phox inh | p97 ATPase inh | RBBP9 inh
Cc1ccc(N(CC(=O)NCCc2ccccc2)S(=O)(=O)c2c(C)noc2C)cc1 | -17.8[20 µM] | -2.0 | -2.5 | -6.5 | -46.5 | -4.2 | 3.4 | 1.9 | -4.4
CCOC(=O)c1sc(NC(=O)c2ccc(CC)s2)nc1C | -0.4[20 µM] | -21.3 | 1.9 | 2.1 | -27.8 | 1.4 | -12.6 | 2.3 | 8.7
OC1(c2cccnc2)CCN(Cc2nnnn2Cc2ccccc2)CC1 | -27.7 | -8.1 | 1.9 | -19.2 | -24.9 | -0.1 | 0.7 | 0.8 | 1.2
COc1cc2c(cc1OC)C(C(=O)NCCN1CCOCC1)C1c3ccccc3CCN1C2=O (stereo not drawn) | -13.1 | -10.9 | 1.5 | -10.3 | -5.8 | 0.4 | -8.2 | 0.4 | -7.3

Other compounds.
SMILES | Furin inhibitor | TbHK1 inh | Runt-CBFb FRET | EBV gp42 inh | Calpain2 inh | Runt-SMMHC FRET | p47phox inh | p97 ATPase inh | RBBP9 inh
COCCOC(=O)c1[nH]c2c(c1C)C(=O)CC(c1ccc(F)cc1)C2 (stereo not drawn) | -18.6 | -8.5 | -1.2 | -13.3 | -9.6 | 1.1 | -3.8 | -3.0 | -7.2
Cc1ccc(-c2nc3ccc(C(=O)O)cc3nc2-c2ccc(C)cc2)cc1 | -20.3 | -11.4 | nt | -7.5 | i | 6.4 | 10.9 | 2.1 | -2.8
CCCN=C1N/C(=C\c2ccco2)C(=O)N1c1ccccc1 | -0.3[20 µM] | -29.5 | -3.8 | -4.4 | 11.7 | -35.6 | -9.6 | 4.2 | 7.3
CCN1CCN(C(=O)c2ccc(Sc3ccccc3Cl)c([N+](=O)[O-])c2)CC1 | -13.4 | 9.1 | 0.6 | -1.8 | -2.7 | 1.4 | 6.4 | 1.3 | -3.3
COc1cccc(C(=O)Nc2ccc(S(=O)(=O)Nc3nccc(C)n3)cc2)c1 | -21.5 | -1.2 | -1.4 | -25.5 | -8.4 | -2.1 | -11.2 | 3.0 | -0.3
Cc1cccc(-c2nc3ccccc3c(=O)n2NC(=O)c2cccnc2Cl)c1 | -0.6 | 33.2 | 1.4 | 7.4 | -0.6 | -0.1 | -6.3 | -0.4 | 0.3
CCOc1cc(Cl)c(NC(C)=O)cc1OCC | -16.0 | -7.6 | -1.5 | 3.8 | -9.0 | -0.1 | -4.6 | 0.3 | -0.5
Cc1ccc(CCC(=O)Nc2nccs2)o1 | -25.5 | -0.9 | 0.2 | -18.4 | -16.1 | 1.2 | -5.7 | 3.4 | -1.7
Cc1cc(NC(=O)C2CC2)ncc1NC(=O)c1ccccn1 | -21.3 | -7.1 | -0.4 | -3.9 | -26.6 | -1.2 | -0.6 | 1.9 | 3.6
COc1ccc(C2c3c(oc4ccccc4c3=O)C(=O)N2Cc2ccncc2)cc1 (stereo not drawn) | -22.7 | 0.5 | -1.8 | -9.4 | -10.2 | 3.0 | -7.9 | 1.5 | 7.2
Cc1cccc2cc(C#N)c(NCc3ccccc3)nc12 | -32.9 | -15.5 | 20.7 | -10.0 | -38.9 | 46.9 | -7.3 | -0.2 | -10.3
O=C1NC2(CCCCC2)NN1c1ccccc1 | -5.7[20 µM] | -7.7 | 1.2 | 0.4 | 14.8 | -2.6 | 8.8 | 0.2 | 1.7
CC(OC(=O)Cn1c(C(F)(F)F)nc2ccccc21)C(=O)N1CCCc2ccccc21 (stereo not drawn) | -10.1[20 µM] | -10.6 | 0.7 | 4.9 | 12.2 | 0.7 | -11.3 | -2.4 | -3.3
COc1cc(/C=N/NC(=O)c2ccc3nc[nH]c3c2)cc(OC)c1OC | -15.7 | -53.4 | 1.3 | -15.7 | 5.4 | 1.1 | 5.8 | 3.2 | -3.2
Cn1c(SCC(=O)Nc2ccc3c(c2)oc2ccccc23)nnc1-c1ccccc1 | -21.6[20 µM] | 9.8 | -3.1 | -40.3 | -83.7 | 3.3 | 2.2 | 2.5 | -2.5
COc1ccc2oc(-c3ccc(C)c(NC(=O)c4ccc(N5CCOCC5)c([N+](=O)[O-])c4)c3)nc2c1 | -12.6[20 µM] | -20.3 | -2.1 | 0.7 | -24.3 | -8.7 | -6.2 | 4.5 | -2.2
CCNc1nc(-c2ccc(Cl)cc2)cs1 | -14.2 | 1.1 | -2.1 | 2.1 | 11.1 | 0.5 | -7.2 | -3.4 | -4.7
CCN(CC)C(=O)c1[nH]cnc1C(=O)N[C@@H](CCCCNC(=O)OC(C)(C)C)C(=O)OC(C)(C)C | -25.7 | 1.0 | -5.5 | -16.5 | 21.0 | 1.1 | nt | -1.9 | 6.9
Cc1cc(=O)oc(C)c1C(=O)Nc1cccnc1Cl | -5.9 | -6.0 | 2.1 | -0.8 | -1.7 | -4.9 | 3.3 | 4.7 | 4.8
C=CCc1ccccc1OCC(O)CN(CC)CC (stereo not drawn) | -18.3[20 µM] | -11.6 | 0.5 | -13.6 | -22.7 | -1.2 | 4.2 | -3.1 | 4.5
CC(=O)Nc1ccc(S(=O)(=O)NCc2cccnc2)cc1 | -10.4 | 0.3 | -3.0 | -2.0 | 18.8 | 2.7 | 4.2 | -0.4 | 0.4
COc1ccc(/C=C/C(=O)O)cc1S(=O)(=O)N1CCC(Cc2ccccc2)CC1 | -17.1 | -0.7 | -1.1 | 5.7 | -7.0 | -0.7 | -2.4 | 3.2 | -4.5
COC(=O)CN1C(=S)N(C)C(=O)/C1=C/c1cccs1 | -18.3 | -10.8 | -1.4 | -9.1 | 11.1 | -0.3 | -5.8 | -0.7 | -0.8
COc1ccc(OCCCC(=O)Nc2nnc(C3CCCO3)s2)cc1 (stereo not drawn) | -14.5 | 4.8 | -1.1 | -6.2 | -30.1 | 2.3 | -7.0 | -1.8 | -3.4
O=C(NCCSCc1ccco1)c1ccc(CN2CCOCC2)cc1 | -8.7[20 µM] | -3.6 | 0.7 | -6.0 | -27.6 | -0.6 | -3.5 | 5.8 | -0.4
Cn1ccnc1C(=O)c1cc(SCC(=O)NC2CC2)nc2ccccc12 | -21.4 | -8.2 | 2.9 | 5.2 | 4.5 | 0.0 | 8.9 | 2.1 | -7.1

Screens: PubChem BioAssay, several laboratories
